# Assay outcomes from PubChem.
# Glioma ERSR ind: ER stress response induction in glioma. U87-MG GRP78 promoter luciferase reporter, 16 h. Potency, µM, without a hit: at the highest dose activation, most hits filed as activators. 420,000 tested, 0.02% active; note: potency is the fitted concentration of half-maximal effect; series mostly up to about 76 µM; % of control where 0% means no effect; nearly all actives have a fitted effect of over 35% in size
#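 Stably transfected U87-MG glioma cells carrying a GRP78-based luciferase sensor; 16 h compound incubation. Luminescence end-point read 10 min after Bright-Glo addition at room temperature.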
# LDHA inh: blocks human lactate dehydrogenase A | purified LDHA, NADH/diaphorase-resazurin fluorescence; stronger effect = lower value | activity change, % (values are at about 110 or 230 µM) | AID 1347041 | 480,000 tested, 0.15% active | P00338; in the data active = activity change below about -30%; inconclusive = mostly about -25% to -30%;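 note: plate controls were DMSO wells for no effect and wells without enzyme for full effect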
#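 Human LDH5 (2 nM) was incubated with 0.06 mM NADH and 0.2 mM pyruvate for 5 min at room temperature in Tris pH 7.4. Remaining NADH was coupled through diaphorase/resazurin, and resorufin fluorescence was read at 0 and 20 min.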
# Pol iota inh: inhibitors of human DNA polymerase iota; Pol iota fluorescent replication assay, 10 min; AID 588590; 390,000 tested, 1% active; Q9UNA4; Potency, µM (doses to about 115 µM), for the others: top-dose activity, negative = inhibition, most hits filed as inhibitors; note: potency is the fitted concentration of half-maximal effect
#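 Pol iota at 10 nM preincubated 15 min with compounds at room temperature; reaction started with fluorescent substrate, 50 nM final. Fluorescence read kinetically at 0 and 10 min; buffer-only wells as negative control.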
# Anesthetic bind: binds horse apoferritin like a general anesthetic; P02791; apoferritin/1-aminoanthracene competitive binding, fluorescence; Potency, µM (titrated, usually from 77.5 µM), without a hit: at the top dose activity change, negative = displacement, usual class: inhibitors; 350,000 tested, 0.074% active; AID 485281; note: potency is the fitted concentration of half-maximal effect; % is set by controls: 0 for no effect and ±100 for the full control effect; nearly all actives have a fitted effect of over 20% in size
# Target sequence (P02791 2-175 limits assumed): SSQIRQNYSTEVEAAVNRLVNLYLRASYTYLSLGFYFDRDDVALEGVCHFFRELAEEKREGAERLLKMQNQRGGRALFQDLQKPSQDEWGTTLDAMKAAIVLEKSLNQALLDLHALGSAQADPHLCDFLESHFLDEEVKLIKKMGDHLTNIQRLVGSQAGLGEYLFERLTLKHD
#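 Read-out: endpoint 1-AMA fluorescence, excitation 380 nm and emission 535 nm, after compounds sit 10 min at room temperature with 10 uM horse-spleen apoferritin in 50% saturated 1-AMA/PBS. Values come from four-parameter Hill fits.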
# APEX1 inh: inhibitors of human APE1 endonuclease. P27695. 350,000 tested, 0.35% active. AID 2517. recombinant APE1, TAMRA/BHQ-2 abasic DNA cleavage fluorescence. Potency, µM (series often up to 65.8 µM), for inactives: at the top dose activity change, negative = inhibition, usual class: inhibitors;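 note: potency is the fitted concentration of half-maximal effect; plate controls were vehicle for no effect and reference inhibitor for full effect; nearly all actives have a fitted effect of over 55% in size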
#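 Step 1: APE1 (0.75 nM) with compound, 15 min RT. Step 2: add 50 nM fluorophore/quencher THF duplex. Step 3: three fluorescence reads 60 s apart (525/598 nm); read 3 minus read 1 = reaction progress.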
# BLM inh: blocks DNA unwinding by human BLM helicase. P54132. AID 2528. 350,000 tested, 0.2% active. Potency, µM (titrated, usually from 56.1 µM), for the others: top-dose activity change, negative = inhibition, actives largely listed as inhibitors. recombinant BLM DNA unwinding, fluorescence dequenching;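 note: potency is the fitted concentration of half-maximal effect; plate controls were vehicle for no effect and no enzyme for full effect; nearly all actives have a fitted effect of over 35% in size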
# POLB inh: blocks human DNA polymerase beta activity | P06746 | Pol beta primer extension/strand displacement, fluorescence kinetic | Potency, µM (highest dose often 114 µM), inactives show at the top dose activity change, negative = inhibition, hits mostly inhibitors | 340,000 tested, 1.3% active; note: potency is the fitted concentration of half-maximal effect; % is set by controls: 0 for no effect and ±100 for the full control effect
#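 Pol beta (10 nM) was preincubated with compound for 15 min at room temperature. The reaction was then started with 50 nM substrate and read immediately and after a further 10 min at room temperature.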
# Pol eta inh: blocks human DNA polymerase eta activity; 390,000 tested, 1.2% active; recombinant Pol eta, fluorescent DNA replication assay; AID 588591; Q9Y253; Potency, µM (doses to about 114 µM), without a hit: at the highest dose activity change, negative = inhibition, most hits filed as inhibitors; note: potency is the fitted concentration of half-maximal effect; % is set by controls: 0 for no effect and ±100 for the full control effect
# Target sequence (Q9Y253 whole entry, looked up): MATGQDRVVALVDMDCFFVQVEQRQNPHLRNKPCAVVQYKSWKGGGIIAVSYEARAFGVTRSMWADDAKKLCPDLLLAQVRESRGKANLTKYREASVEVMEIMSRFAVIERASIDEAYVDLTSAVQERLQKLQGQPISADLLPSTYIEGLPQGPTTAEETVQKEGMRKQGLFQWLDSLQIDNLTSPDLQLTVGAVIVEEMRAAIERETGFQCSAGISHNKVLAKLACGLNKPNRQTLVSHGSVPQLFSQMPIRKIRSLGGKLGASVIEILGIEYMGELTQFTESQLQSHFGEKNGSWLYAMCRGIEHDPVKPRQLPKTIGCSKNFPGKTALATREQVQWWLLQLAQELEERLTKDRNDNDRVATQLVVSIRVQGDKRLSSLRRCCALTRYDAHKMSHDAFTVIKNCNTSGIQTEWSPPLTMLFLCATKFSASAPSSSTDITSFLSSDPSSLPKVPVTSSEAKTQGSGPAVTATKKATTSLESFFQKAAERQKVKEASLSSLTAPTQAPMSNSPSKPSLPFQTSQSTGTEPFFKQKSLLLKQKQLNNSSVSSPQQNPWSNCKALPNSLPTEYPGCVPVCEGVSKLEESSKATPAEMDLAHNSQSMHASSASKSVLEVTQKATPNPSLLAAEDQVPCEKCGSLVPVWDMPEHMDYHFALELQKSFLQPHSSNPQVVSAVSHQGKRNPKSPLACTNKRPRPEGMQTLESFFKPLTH
#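 Fluorescent replication assay: 50 nM final substrate added after a 15 min room-temperature compound preincubation with 10 nM enzyme. Signal taken at 0 min and again at 10 min.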
# POLK inh: inhibitors of human DNA polymerase kappa; Q9UBT6; purified Pol kappa, fluorescent DNA synthesis assay, 10 min; Potency, µM (doses to about 107 µM), for the others: top-dose activity, negative = inhibition, hits mostly inhibitors; 400,000 tested, 0.53% active; note: potency is the fitted concentration of half-maximal effect; % is set by controls: 0 for no effect and ±100 for the full control effect
#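 Pol kappa 10 nM + cpd, 15 min RT; start w/ substrate 50 nM final; fluorescence kinetic read, 0 and 10 min. Neg ctrl: buffer, no enzyme.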
# * = called active by the depositor; ? = inconclusive; . = no result given; [ ] = dose if it differs, or a comment. Unless noted, calls come from the whole dose curve; as a rule, active = well fitted curve in the direction sought with a large enough effect; inconclusive = small, poorly fitted or top-dose-only effect, or another doubt; inactive = no such curve, though single readings can be large; an effect the other way counts as inactive or inconclusive.
# Start of the listing, in advance, 10 compounds:
nr | Compound | LDHA inh | Pol iota inh | Glioma ERSR ind | POLK inh | BLM inh | APEX1 inh | Anesthetic bind | Pol eta inh | POLB inh
1 | CCOc1ccccc1/C=N/NC(=O)c1c(C)nc2ccc(Br)cn12 | -4 | -8% | 6% | 1% | -8% | 28% | -2% | -4% | 18%
2 | CCc1c(C)sc2c1CCN(Cc1ccccc1)C2c1ccccc1 (centres undefined) | -3 | 21% | -3% | -8%[60.1 µM] | 3% | . | 9% | -18% | 4%
3 | CCn1cc([N+](=O)[O-])c(C(=O)N2CCCCCC2)n1 | -4 | 10% | -1% | 12% | -1% | 8% | -5% | -10% | -1%
4 | COc1cccc(NC(=O)COC(=O)CCCC2=NS(=O)(=O)c3ccccc3N2)c1 | -11 | 12% | 14% | -5% | -2% | -6% | -1% | -9% | -6%
5 | COc1ccc(NC(=O)COC(=O)CCSc2ccccc2)cc1 | 1 | 6% | 5% | -11% | . | 1% | . | -4% | .
6 | Cc1ccc2nc(SCC(=O)Nc3ccc(C)c(Cl)c3)nc(=O)n2c1 | -5 | 60%[activator] | 1% | -12% | . | -7% | . | -14% | .
7 | Cc1ccccc1Nc1nnc(SCC(=O)NC(=O)Nc2ccc3c(c2)OCCO3)s1 | . | . | . | . | -2% | 1% | -13% | . | ?
8 | CCOc1ccc(NC(=O)Cn2c(=O)c(CNc3ccccc3)cc3cc4c(cc32)OCCO4)cc1 | 14 | 31%[activator] | -3% | -1% | -1% | . | -8% | -1% | 41%
9 | COc1cccc(C(=O)NCC2CCCO2)c1 (centres undefined) | . | . | . | . | -8% | 15% | 6% | . | 10%
10 | CNC(=O)N/N=C(\N)c1ccccn1 | -6 | 34%[activator] | 5% | -6% | -6% | 1% | -1% | 9% | 18%

# The list itself, from the start:
nr | Compound | LDHA inh | Pol iota inh | Glioma ERSR ind | POLK inh | BLM inh | APEX1 inh | Anesthetic bind | Pol eta inh | POLB inh
1 | CCOc1ccccc1/C=N/NC(=O)c1c(C)nc2ccc(Br)cn12 | -4 | -8% | 6% | 1% | -8% | 28% | -2% | -4% | 18%
2 | CCc1c(C)sc2c1CCN(Cc1ccccc1)C2c1ccccc1 (centres undefined) | -3 | 21% | -3% | -8%[60.1 µM] | 3% | . | 9% | -18% | 4%
3 | CCn1cc([N+](=O)[O-])c(C(=O)N2CCCCCC2)n1 | -4 | 10% | -1% | 12% | -1% | 8% | -5% | -10% | -1%
4 | COc1cccc(NC(=O)COC(=O)CCCC2=NS(=O)(=O)c3ccccc3N2)c1 | -11 | 12% | 14% | -5% | -2% | -6% | -1% | -9% | -6%
5 | COc1ccc(NC(=O)COC(=O)CCSc2ccccc2)cc1 | 1 | 6% | 5% | -11% | . | 1% | . | -4% | .
6 | Cc1ccc2nc(SCC(=O)Nc3ccc(C)c(Cl)c3)nc(=O)n2c1 | -5 | 60%[activator] | 1% | -12% | . | -7% | . | -14% | .
7 | Cc1ccccc1Nc1nnc(SCC(=O)NC(=O)Nc2ccc3c(c2)OCCO3)s1 | . | . | . | . | -2% | 1% | -13% | . | ?
8 | CCOc1ccc(NC(=O)Cn2c(=O)c(CNc3ccccc3)cc3cc4c(cc32)OCCO4)cc1 | 14 | 31%[activator] | -3% | -1% | -1% | . | -8% | -1% | 41%
9 | COc1cccc(C(=O)NCC2CCCO2)c1 (centres undefined) | . | . | . | . | -8% | 15% | 6% | . | 10%
10 | CNC(=O)N/N=C(\N)c1ccccn1 | -6 | 34%[activator] | 5% | -6% | -6% | 1% | -1% | 9% | 18%
11 | Cc1cnc(C(=O)Nc2ccc(N3CCCCC3)cc2)cn1 | -6 | 11% | 1% | -5% | 1% | -2% | -2% | -1% | -25%
12 | Clc1nc(NCCc2ccccc2)c2cn[nH]c2n1 | -7 | 75%[activator] | -1% | -17% | . | . | . | 1% | .
13 | CC(C)C(=O)Nc1cccc(C(=O)NCCc2ccc(S(N)(=O)=O)cc2)c1 | -3 | 25% | -5% | -6% | -3% | -2% | 3% | -16% | 10%
14 | Cc1nn(-c2ccccc2)c(C)c1[N+](=O)[O-] | -13 | 44%[activator] | -2% | -3% | 0% | -4% | -13% | -13% | 5%
15 | CC12CCC(C(=NO)C1=O)C2(C)C (centres undefined) | -5 | 76%[activator] | -4% | -3% | . | . | . | -17% | .
16 | CC1(C)CC(=O)C(C=Nc2ccc3c(c2)OCO3)=C(O)C1 | 9 | 46%[activator] | 3% | -1% | 0% | ? | -12% | -13% | 13%
17 | Cc1ccc(-c2cc(C(=O)Nc3c(C(=O)c4ccccc4)oc4ccccc34)no2)cc1F | 0 | -2% | -3% | 4% | -1% | . | -16% | -6% | 27%
18 | O=C(Cc1cccc(NC(=O)C2CCCN(C(=O)C3CC3)C2)c1)Nc1ccc(C(=O)N2CCCCC2)cc1 (centres undefined) | -3 | 9% | 3% | -7% | . | . | . | -1% | .
19 | CC(C)CCNC(=O)C1CC(c2ccc(C(F)(F)F)cc2)=NO1 (centres undefined) | -1 | -6% | -2% | 9% | 1% | 4% | -2% | -7% | 26%
20 | Cc1ccc(C)c(N2CCN(C(=O)CCCCCn3c(=S)[nH]c4ccc(N5CCOCC5)cc4c3=O)CC2)c1 | 4 | -3% | -5% | 9% | -8% | -11% | -1% | -13% | -29%
21 | COc1ccc(S(=O)(=O)N(CCc2ccccc2)CC(=O)Nc2ccc(C)c(C)c2)cc1OC | 1 | -28% | -4% | -14% | -11% | . | 81%[activator] | -5% | 3%
22 | Cc1csc(NC(=O)CN2CCCCCC2)n1 | ? | -2% | -4% | -2% | 3% | 13% | -11% | -3% | 4%
23 | COc1ccc(NC(=O)CCNC(=O)c2ccco2)cc1S(=O)(=O)N(C)C | -2 | 89%[activator] | -5% | -9% | -1% | 43% | -1% | -12% | -22%
24 | O=C1CC(C(=O)O)C2(CCCC2)O1 (centres undefined) | -5 | 15% | -1% | 9% | . | . | . | -17% | .
25 | COC(=O)c1ccccc1NC(=O)CCCCCn1nnc2ccccc2c1=O | -2 | -2% | -2% | -1% | -3% | 14% | -15% | -24% | -10%
26 | O=C(Nc1ccc2c(c1)CCC2)Nc1ccccc1Cl | -3 | 27% | 4% | -4% | -5% | 25% | -3% | -1% | 5%
27 | CCS(=O)(=O)c1ncc(N(Cc2cccc(F)c2)Cc2ccco2)c(C(=O)Nc2ccccc2Cl)n1 | -3 | 15% | -3% | 5% | -3% | . | -14% | -18% | 0%
28 | CC(=O)c1ccc(NC(=O)C(C)OC(=O)CCN=C2NS(=O)(=O)c3ccccc32)cc1 (centres undefined) | -5 | 22% | -2% | 2% | . | 6% | . | 1% | .
29 | COc1cc(C2c3cc4c(cc3C(O[C@@H]3OC5COC(c6cccs6)OC5C(O)C3O)C3COC(=O)C23)OCO4)cc(OC)c1O (some centres undefined) | . | . | -4% | -5%[60.1 µM] | 3% | . | -13% | . | .
30 | CC(=O)c1c(C)[nH]c(C(=O)Nc2nccs2)c1C | 2 | 88%[activator] | 4% | 0% | -2% | 14% | 2% | -14% | 2%
31 | CN(CC(=O)NC1CCCCC1)S(=O)(=O)c1ccc2c(c1)c(=O)n(C)c(=O)n2C | 0 | 18% | 0% | -3% | -1% | 67%[activator] | 31%[activator] | -14% | 4%
32 | CCOC(=O)c1ccc(NC(=O)CN(C)S(=O)(=O)c2ccc(OC)cc2)cc1 | -1 | 16% | -3% | 0% | -3% | -1% | -1% | 0% | -26%
33 | O=C(/C=C/c1ccccc1)Nc1cccc(C(=O)NC2CC2)c1 | -3 | 17% | 1% | 2% | . | . | . | -2% | .
34 | O=C(O)[C@H]1C(=CCO)O[C@H]2CC(=O)N12 | . | . | -5% | -7%[60.1 µM] | -9% | . | 2% | . | .
35 | CCCS(=O)(=O)n1nc(-c2ccccc2)cc1N | -6 | 11% | 1% | -6% | 2% | -2% | -10% | -1% | -6%
36 | CCCNc1nc(OCC(F)(F)F)nc(OCC(F)(F)F)n1 | 2 | 24% | -4% | -13% | -1% | 3% | -15% | -3% | 1%
37 | COc1cc(CCCN2C(=O)C(=O)NC[C@@H]2C(C)O)cc(OC)c1OC (some centres undefined) | -1 | 17% | -3% | -7% | -1% | -3% | 4% | -9% | -10%
38 | Cc1cc(C)cc(NS(=O)(=O)c2ccc(-n3cccn3)cc2)c1 | 1 | 37%[activator] | 1% | 2% | -6% | . | ? | -16% | 5%
39 | CC1=CCC2([N+](=O)[O-])CN(CC(=O)O)CC1([N+](=O)[O-])C2 (centres undefined) | -1 | 20% | -4% | -13% | 6% | 4% | 4% | -7% | -18%
40 | COc1ccc(CN(C(=O)c2ccc3c(c2)OCCO3)C(C(=O)NC2CCCCC2)c2ccc3ncccc3c2)cc1 (centres undefined) | 5 | 5% | -2% | -6% | -9% | -1% | -7% | -17% | 2%
41 | C#CCOc1ccc(-c2nnc(Nc3cccc(C)c3)c3ccccc23)cc1 | -8 | ? | 3% | 89µM* | -12% | . | 65%[activator] | -7% | 0%
42 | Cc1ccc(OCCC(=O)N(CCC(C)C)c2c(N)n(Cc3ccccc3)c(=O)[nH]c2=O)cc1 | -10 | 35%[activator] | -4% | -6% | . | 4% | . | 6% | .
43 | CC(C)Cn1c(SC(C)C(=O)Nc2ccc(N3CCOCC3)cc2)nc2ccccc21 (centres undefined) | 2 | -3% | -4% | 9% | -2% | 0% | -19% | -21% | 8%
44 | CN1CCN(C(=O)CCc2nc3ccccc3c(=O)[nH]2)CC1 | -2 | 14% | -2% | -11% | -6% | -1% | -9% | -8% | 23%
45 | O=C(CN(Cc1ccc(F)cc1)C(=O)c1csnn1)NC1CCCC1 | -10 | 19% | -3% | -8% | 0% | 40% | -5% | -7% | 14%
46 | CCOC(=O)CN(C(=O)CNC(=O)c1cccs1)C(C(=O)NC1CCCCC1)c1cccnc1 (centres undefined) | -6 | 1% | -3% | 5% | 5% | 22% | 2% | 8% | 13%
47 | Cc1ccc(-c2csc(NC(=S)NC(=O)c3cccs3)n2)cc1 | -9 | 0% | -3% | -1% | -2% | 1% | -8% | -17% | 13%
48 | Nc1c(-c2nc(-c3ccc(Cl)cc3)no2)nnn1-c1ccc(C(F)(F)F)c(Cl)c1 | 3 | -2% | -4% | -14% | -2% | . | 27% | -7% | 3%

# The list is partial, so the mix of outcomes need not match the whole.
